# From PubChem
# KCNH2 WT inh: KCNH2 (human, wildtype) channel inhibition; Q12809; U2OS, BacMam KCNH2, thallium flux FluxOr; stronger effect = lower value; activity change, % at 1.84 µM; 0.37% of 340,000 active;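 active = maximum activity change below -70%; inconclusive = maximum activity change between -70% and -50%; inactive = maximum activity change above -50%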; also: % is scaled to controls: 0 for no effect and ±100 for the full control effect
#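 U2OS cells transduced with wild-type KCNH2 virus are loaded with FluxOr dye for 45 min, and thallium flux is measured in kinetic reads before and after stimulation buffer. Rate constants are normalized to DMSO controls.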
# A-T KAP1 phos: potential ataxia-telangiectasia treatments restoring KAP-1 phosphorylation. […] A-T fibroblasts, KAP-1 phosphorylation AlphaLISA; neocarzinostatin DNA damage 30 min before lysis. Potency, µM (series often up to 57.5 µM), for the others: at the top dose activation, usual class: activators. 0.19% of 320,000 active; also: potency is read from the fitted curve at half-maximal effect; % of control where 0% means no effect; nearly all actives have a fitted effect of over 45% in size
#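 hTERT-immortalized A-T patient fibroblasts ([…]), 500 cells/well in OPTI-MEM, 1% FBS, got compounds for 60 min, then NCS for 30 min at 37C. Lysates were then assayed for phospho-KAP-1 by AlphaLISA (anti-pKAP1 donor, anti-KAP1 acceptor beads), 6 hr at 25C.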
# TCR act: activators of T cell receptors. primary human leukocytes, anti-CD3, IL-2 HTRF, 48 h. 330,000 tested, under 10 active. AID 504894. Potency, µM (titrated, usually from 9.22 µM), for the others: top-dose activation of IL-2 secretion, actives largely listed as activators; also: % of control where 0% means no effect
#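 Activity was scored as IL-2 release from primary human leukocytes given only a TCR signal (a-CD3 beads) plus compound for 48 hr. Detection used a two-antibody HTRF format read at 665nm.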
# Eya2 phos inh: blocks the phosphatase activity of human Eya2; O00167; recombinant Eya2, OMFP fluorescence dephosphorylation (OMFP is methylfluorescein phosphate); Potency, µM (highest dose often 76.9 µM), for inactives: top-dose activity, negative = inhibition, most hits filed as inhibitors; 0.006% of 330,000 active; AID 488837; also: potency is read from the fitted curve at half-maximal effect; % is scaled to controls: 0 for no effect and ±100 for the full control effect
#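 Eya2 protein (added as 0.2 uM solution) was preincubated with compound for 10 min at ambient temperature in 50 mM HEPES pH 7.5, 50 mM NaCl, 5 uM MgCl2, 0.05% BSA, 1 mM DTT. OMFP (added at 50 uM) then reacted 10 min; fluorescence read at 485/525 nm.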
# TRPV1 agonist: human TRPV1 agonism; Q8NER1; TRPV1-expressing cells, Fluo-8 calcium influx, agonist mode; activation, % at 8.33 µM; 0.19% of 320,000 active; AID 540275; in the data active = activation above about 80%; inconclusive = between about 30% and that limit; also: 0% is about no effect
# Target sequence (Q8NER1 whole entry, looked up): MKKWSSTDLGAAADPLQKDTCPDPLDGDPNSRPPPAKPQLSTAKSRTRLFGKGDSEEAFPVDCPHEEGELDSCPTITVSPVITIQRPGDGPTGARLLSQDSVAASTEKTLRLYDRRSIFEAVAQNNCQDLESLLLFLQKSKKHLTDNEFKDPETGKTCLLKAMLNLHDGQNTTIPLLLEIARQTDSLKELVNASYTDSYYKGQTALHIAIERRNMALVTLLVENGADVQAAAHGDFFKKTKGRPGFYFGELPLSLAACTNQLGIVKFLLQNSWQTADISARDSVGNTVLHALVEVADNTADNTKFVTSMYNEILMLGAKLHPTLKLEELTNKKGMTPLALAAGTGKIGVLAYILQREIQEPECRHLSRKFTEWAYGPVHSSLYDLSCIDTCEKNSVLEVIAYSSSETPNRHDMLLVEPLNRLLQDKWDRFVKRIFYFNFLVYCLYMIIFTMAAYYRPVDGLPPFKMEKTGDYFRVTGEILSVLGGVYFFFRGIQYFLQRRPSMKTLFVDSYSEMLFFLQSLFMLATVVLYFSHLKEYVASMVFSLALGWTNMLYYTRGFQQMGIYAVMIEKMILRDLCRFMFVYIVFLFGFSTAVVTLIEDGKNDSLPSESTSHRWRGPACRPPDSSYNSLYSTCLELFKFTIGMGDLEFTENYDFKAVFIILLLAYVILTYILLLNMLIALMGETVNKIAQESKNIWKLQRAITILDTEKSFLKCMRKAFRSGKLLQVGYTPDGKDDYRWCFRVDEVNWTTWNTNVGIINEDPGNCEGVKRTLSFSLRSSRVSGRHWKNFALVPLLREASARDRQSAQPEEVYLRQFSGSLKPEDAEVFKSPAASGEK
#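 Fluo-8 calcium influx in TRPV1-expressing cells, kinetic read (ex 480/em 520 nm). Compound added and read 3 min for agonist activity, followed by capsaicin at EC20 final and 2 min further read for enhancement.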
# Mito fusion act: mitochondrial division inhibition or fusion activation | S. cerevisiae fusion-defective mutant growth rescue, CellTiterGlo 48 h | 0.23% of 320,000 active | AID 485298 | Potency, µM (series often up to 46.1 µM), inactives show at the highest dose growth rescue (activation), most hits filed as activators;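 also: potency is read from the fitted curve at half-maximal effect; % of control where 0% means no effect; nearly all actives have a fitted effect of over 45% in size; temperature-sensitive fusion mutants such as fzo1-1 at 37 °C on non-fermentable ethanol glycerol medium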
#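 Read-out: ATP-based luminescence (CellTiterGlo, 10 min ambient) reporting growth of fusion-defective ts yeast after 48 hours at 37C on glycerol/ethanol YPEG medium in the presence of compound.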
# ELG1 repair inh: inhibitors of ELG1-dependent DNA repair in HEK293T cells; 2.3% of 330,000 active; HEK293T ELG1-luciferase reporter, luminescence, 16 h; DNA damage induced by 5-fluorouridine; Potency, µM (series often up to 46.1 µM), without a hit: at the highest dose activity change, negative = inhibition, hits mostly inhibitors; also: potency is read from the fitted curve at half-maximal effect; % is scaled to controls: 0 for no effect and ±100 for the full control effect; nearly all actives have a fitted effect of over 55% in size
#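 Cells (2,000 per well) received 5-fluorouridine plus test compound or DMSO and were incubated 16 hr at 37 °C, 5% CO2. Luciferase activity was read by luminescence 30 min after ONE-Glo addition; signal suppression marked inhibition of damage-induced ELG1 function.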
# TSHR antagonist: blocks TSH signaling through the human TSH receptor | activity change, negative = inhibition, % at 11.5 µM | 0.2% of 330,000 active | TSHR-expressing cells, TSH-stimulated cAMP HTRF, 2 h; stronger effect = lower value;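 active = activity change below a set negative limit, meaning inhibition stronger than a set level, cut at about -70% in these data; inconclusive = activity change between two set negative limits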; also: % is scaled to controls: 0 for no effect and ±100 for the full control effect
#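 Cell-based HTRF cAMP assay; TSHR cells + compound, TSH EC80 (4nM final), 2 h, 37 deg C. Lysis with anti-cAMP cryptate and cAMP-d2, 30 min RT, read 665/620 nm.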
# USP2a block: USP2a (human) protease inhibition | O75604 | USP2 core, Ub-CHOP2 coupled fluorogenic reporter, 485/531 | Potency, µM (titrated, usually from 38.3 µM), for the others: top-dose activity change, negative = inhibition, most hits filed as inhibitors | 0.01% of 330,000 active;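 also: potency is read from the fitted curve at half-maximal effect; plate controls were DMSO wells for no effect and full inhibition by NEM control for full effect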
#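 Deubiquitinase activity read as fluorescence (485/531 nm) after Ub-CHOP2 cleavage activates the enterokinase reporter on its substrate; USP2 core 10nM, Ub-CHOP2 and substrate 25nM each, 30min compound preincubation then 60min RT; data normalized to NEM, curves fitted.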
# KCNH2 3.1 inh: blocks the human KCNH2 3.1 channel isoform. U2OS KCNH2 3.1, thallium flux FluxOr; stronger effect = lower value. activity change, % (tested at about 1.8 µM). 0.95% of 340,000 active;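 active = maximum activity change below -70%; inconclusive = maximum activity change from -70% to -50%; inactive = maximum activity change above -50%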;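 also: thallium influx rate constant from kinetic fluorescence after stimulation buffer; % is scaled to controls: 0 for no effect and ±100 for the full control effect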
#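 We transduce U2OS cells with the mutant 3.1 virus, culture them overnight, load FluxOr with Red40 quencher for 45 min, then add stimulation buffer and read kinetically for 2 min to derive a normalized rate constant.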
# Active calls of the source: *; ? = inconclusive; · = no result given; [ ] = another dose, or the depositor's remark. Unless noted, calls follow the shape of the dose curve; as a rule, active = well fitted curve in the direction sought with a large enough effect; inconclusive = small, poorly fitted or top-dose-only effect, or another doubt; inactive = no such curve, though single readings can be large; an effect the other way counts as inactive or inconclusive.
1. COc1ccc(CCNC(=O)COc2ncnc3cc([N+](=O)[O-])ccc23)cc1
2. Cc1c2c(nc3nc4ccccc4n13)CC(C)(C)CC2=O
3. O=C(NCCN1CCOCC1)c1ccccc1[N+](=O)[O-]
4. Cc1cc(C)n(-c2ccc(C(=O)N3CCN(S(=O)(=O)c4ccc(Cl)cc4)CC3)cc2)n1
5. COc1ccccc1OC(C)C(=O)Nc1ccc(S(=O)(=O)Nc2nccs2)cc1 (configuration not stated)
6. Cc1occc1C(=O)NNC(=O)NC12CC3CC(CC(C3)C1)C2
assay / entry	1	2	3	4	5	6
KCNH2 WT inh	1	-1	2	-10	-1	-13
A-T KAP1 phos	6%	-3%	14%	7%	2%	5%
TCR act	-1%[46.1 µM]	-2%	-3%	8%	2%	-3%
Eya2 phos inh	-9%	16%	2%	-7%	-12%	-41%
TRPV1 agonist	-1	-6	-6	-7	2	2
Mito fusion act	-6%	3%	-4%	17%	-18%	2%
ELG1 repair inh	-17%	0%	4%	?	-2%	?
TSHR antagonist	1	-9	58	13	-4	6
USP2a block	7%	-1%	8%	-5%	0%	3%
KCNH2 3.1 inh	-107*	13	-22	4	-14	11

# Compound profiles (already shown). Order of values: KCNH2 WT inh | A-T KAP1 phos | TCR act | Eya2 phos inh | TRPV1 agonist | Mito fusion act | ELG1 repair inh | TSHR antagonist | USP2a block | KCNH2 3.1 inh
# COc1ccccc1OC(C)C(=O)Nc1ccc(S(=O)(=O)Nc2nccs2)cc1 (configuration not stated) is entered as -1 | 2% | 2% | -12% | 2 | -18% | -2% | -4 | 0% | -14
# Cc1occc1C(=O)NNC(=O)NC12CC3CC(CC(C3)C1)C2 is entered as -13 | 5% | -3% | -41% | 2 | 2% | ? | 6 | 3% | 11
# Cc1c2c(nc3nc4ccccc4n13)CC(C)(C)CC2=O is entered as -1 | -3% | -2% | 16% | -6 | 3% | 0% | -9 | -1% | 13
# Cc1cc(C)n(-c2ccc(C(=O)N3CCN(S(=O)(=O)c4ccc(Cl)cc4)CC3)cc2)n1 is entered as -10 | 7% | 8% | -7% | -7 | 17% | ? | 13 | -5% | 4

# Additional compounds follow:
7. CCN1C(=O)CC(N2CCC(C(=O)N3CCCCCC3)CC2)C1=O (configuration not stated)
8. CCOC(=O)C(=O)NNc1ccccc1C
9. Cc1[nH]n(-c2ccc(Cl)cc2)c(=O)c1C=NC12CN3CN(CN(C3)C1)C2
10. Cn1c(=O)[nH]c(=O)c2c1nc(N1CCCCC1)n2CC(O)CN1CCCCC1 (configuration not stated)
11. O=C(C1CCCN(S(=O)(=O)c2ccc([N+](=O)[O-])cc2)C1)N1CCCCC1 (configuration not stated)
12. COc1ccc(S(=O)(=O)NCCc2ccc(F)cc2)cc1
assay / entry	7	8	9	10	11	12
KCNH2 WT inh	-5	-14	0	5	9	-4
A-T KAP1 phos	1%	-16%	-5%	·	6%	4%
TCR act	-7%	-7%[46.1 µM]	6%[46.1 µM]	2%	0%	-15%
Eya2 phos inh	0%	-20%	1%	8%	-1%	-25%
TRPV1 agonist	0	-3	1	4	12	-6
Mito fusion act	-5%	-13%	1%	3%	2%	4%
ELG1 repair inh	4%	-1%	5%	0%	22%	1%
TSHR antagonist	7	-4	-1	9	-11	-3
USP2a block	0%	-1%	3%	-4%	-1%	3%
KCNH2 3.1 inh	-5	3	6	13	-3	-2

13. Cc1onc(-c2ccccc2)c1C1=N/C(=C\c2ccccc2F)C(=O)O1
14. O=C(O)CCC(=O)Nc1ccccc1C(=O)N1CCN(c2ccc(Cl)cc2)CC1
15. CCCCn1c(-c2sccc2C)n[nH]c1=S
16. Cc1nc(N)nc(-c2ccccc2O)n1
17. Cc1cccc(Nc2ncnc3ccccc23)c1
18. O=C1CC(NNc2ccccc2)C(=O)N1c1ccccc1 (configuration not stated)
assay / entry	13	14	15	16	17	18
KCNH2 WT inh	0	2	3	12	-6	-2
A-T KAP1 phos	-4%	1%	0%	0%	1%	-8%
TCR act	-1%	·	-29%	-1%	1%	-13%[46.1 µM]
Eya2 phos inh	11%	0%	-7%	-7%	-21%	-11%
TRPV1 agonist	-3	1	-2	-2	?	-3
Mito fusion act	-2%	-2%	-11%	1%	4%	1%
ELG1 repair inh	1%	-6%	6%	?	?	7%
TSHR antagonist	-1	5	-27	9	-5	20
USP2a block	0%	2%	2%	7%	3%	5%
KCNH2 3.1 inh	3	21	-7	7	8	-1

19. O=C(CN1CCN(c2ccccc2F)CC1)c1c[nH]c2ccc(F)cc12
20. COc1cc(OC)cc(C(=O)NNC(=O)c2ccc(S(=O)(=O)N(C)c3ccccc3OC)cc2)c1
21. COc1ccccc1NC(=O)CCCc1c[nH]c2ccccc12
22. O=C(CSc1n[nH]c(-c2ccc(Cl)cc2Cl)n1)Nc1ccccn1
23. Clc1ccc(-c2cn3cc(Cl)ccc3n2)cc1
24. CCCCN(C)C(=O)CCC(=O)Nc1ccc2nc(N3CCOCC3)cc(C)c2c1
assay / entry	19	20	21	22	23	24
KCNH2 WT inh	20	4	-25	0	-3	0
A-T KAP1 phos	1%	7%	4%	-3%	·	13%
TCR act	-1%	-4%	12%	2%	-3%	-2%
Eya2 phos inh	-11%	1%	0%	18%	?	12%
TRPV1 agonist	1	5	23	15	25	2
Mito fusion act	5%	9%	2%	6%	-6%	5%
ELG1 repair inh	0%	15µM*	5%	10%	?	?
TSHR antagonist	-1	30	4	-12	3	4
USP2a block	0%	3%	4%	3%	-1%	-1%
KCNH2 3.1 inh	-20	32	·	-8	11	8

25. CCSc1ccccc1C(=O)N1CCC2(CC1)CC(=O)c1ccccc1O2
26. C/C(=N\OCC(=O)N/N=C/c1ccc(C)cc1O)c1cccs1
27. Oc1ccc(C(=S)N2CCN(c3cccc(Cl)c3)CC2)cc1
28. COc1ccc(CC(=O)N2CCC(n3nccc3NC(=O)C3CC3)CC2)cc1
29. CCOC(=O)N1CCN(c2c(N3CCOCC3)c(=O)c2=O)CC1
30. Cc1ccc(C(=O)Nc2cc(Cl)ccc2-n2cncn2)s1
assay / entry	25	26	27	28	29	30
KCNH2 WT inh	-5	-6	-5	2	-22	13
A-T KAP1 phos	-1%	0%	-1%	5%	4%	1%
TCR act	-1%	9%	-10%	-1%	-5%	-3%
Eya2 phos inh	-12%	25%	-1%	14%	1%	9%
TRPV1 agonist	?	0	-3	1	2	8
Mito fusion act	16%	-3%	0%	-1%	-4%	13%
ELG1 repair inh	?	-17%	-3%	?	13%	0%
TSHR antagonist	25	-9	-3	9	18	-10
USP2a block	-2%	1%	0%	1%	2%	0%
KCNH2 3.1 inh	3	4	-5	0	1	-1

31. CN(Cc1cc([N+](=O)[O-])ccc1Cl)C(=O)C[n+]1ccccc1
32. O=C(Cn1nc(C(F)F)cc1C(F)F)NNC(=S)Nc1ccc(F)cc1
33. COCCCNC(=S)Nc1cccc(SC)c1
34. COc1cc(C(=O)Nc2scc(-c3ccc(C)cc3)c2C(=O)O)cc(OC)c1OC
35. Cc1ccc(C2(O)CN(c3ccccc3C)C3=[N+]2CCS3)cc1 (configuration not stated)
36. CCC1CCCCN1C(=O)c1cc(-c2ccc(Cl)c(Cl)c2)on1 (configuration not stated)
assay / entry	31	32	33	34	35	36
KCNH2 WT inh	7	-14	-1	9	41	21
A-T KAP1 phos	-1%	0%	21%	?	4%	9%
TCR act	8%	3%	3%	3%	-4%[46.1 µM]	-5%[46.1 µM]
Eya2 phos inh	7%	1%	-5%	20%	-6%	-6%
TRPV1 agonist	4	1	9	-5	6	17
Mito fusion act	-13%	-1%	-9%	17%	0%	-2%
ELG1 repair inh	13%	-1%	-16%	-28%	3%	?
TSHR antagonist	0	-2	9	-12	-6	-29
USP2a block	-1%	2%	-2%	0%	4%	-10%
KCNH2 3.1 inh	2	-8	4	12	-10	-10

37. COCc1nnc(NC(=O)c2cc3ccccc3o2)s1
38. O=c1cc(C(F)(F)F)c2sc(N3CCCCC3)nc2[nH]1
39. CSc1ccccc1C(=O)N1CCc2ccccc2C1
40. CC(C)(C)c1ccc(CNC(=O)c2ccc3c(c2)NC(=O)CO3)cc1
41. CCOC(=O)c1cnc(SCC(=O)N2CCN(C(=O)c3ccco3)CC2)nc1N
42. CC(C)CCn1c(Br)nc2c1c(=O)n(CC(N)=O)c(=O)n2C
43. CC(Sc1ccsc1[N+](=O)[O-])C(=O)NCCc1ccc(Cl)cc1 (configuration not stated)
assay / entry	37	38	39	40	41	42	43
KCNH2 WT inh	-5	5	-2	1	-7	6	5
A-T KAP1 phos	11%	12%	2%	-3%	-3%	1%	-3%
TCR act	-3%	1%	-17%	0%	-6%	4%	-36%
Eya2 phos inh	5%	15%	2%	-27%	0%	-11%	-20%
TRPV1 agonist	1	1	10	?	0	3	4
Mito fusion act	19%	0%	3%	-5%	0%	-1%	26%
ELG1 repair inh	?	5%	-10%	4%	-11%	0%	2%
TSHR antagonist	1	-1	0	18	10	-14	-2
USP2a block	2%	3%	3%	0%	0%	1%	2%
KCNH2 3.1 inh	1	2	1	-10	6	19	0

# Only part of the results is shown. The share of hits here may be higher or lower than overall.
